Bioassay records from PubChem.
PNC assembly inh = blocks assembly of the perinucleolar compartment; activity change (PNC), negative = inhibition, % at 10 µM; 140,000 tested, 3.1% active; PC3M PTB-GFP, PNC prevalence imaging, 16 h; stronger effect = lower value;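 active = readout at or below -70, meaning at least 70% loss of cells showing the perinucleolar compartment, a nuclear body marking cancer cells; inconclusive = readout between -30 and a set limit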;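 note: plate controls were DMSO wells for no effect and camptothecin positive control wells for full effect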
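PC3M cells stably expressing PTB-GFP, 750–1000 cells/well, treated 16 h at 37 °C with compound (23 nl of library stock), in duplicate. After paraformaldehyde fixation and Hoechst stain, imaged at 20x; PNC prevalence scored by image analysis.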
IMPase inh = IMPase inhibition in cells. AID 901. 120,000 tested, under 10 active. inhibition (IP1 accumulation), % at 46.1 µM. P97697. CHO-M1 cells, IP1 accumulation, HTRF TR-FRET ratio; active = well fitted curve in the direction sought with a large enough effect in the signal ratio, not every such curve was filed as active; inconclusive = small, poorly fitted or top-dose-only effect, or a change in a side signal; inactive = no such curve, though single readings can be large or run the other way; the % refers to the signal ratio;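 note: cells stimulated with carbachol in lithium chloride buffer; plate controls were DMSO basal wells for no effect and reference inhibitor wells for full effect; higher means more IMPase inhibition seen as more IP1 and lower FRET ratio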
Target sequence (P97697 whole entry, looked up): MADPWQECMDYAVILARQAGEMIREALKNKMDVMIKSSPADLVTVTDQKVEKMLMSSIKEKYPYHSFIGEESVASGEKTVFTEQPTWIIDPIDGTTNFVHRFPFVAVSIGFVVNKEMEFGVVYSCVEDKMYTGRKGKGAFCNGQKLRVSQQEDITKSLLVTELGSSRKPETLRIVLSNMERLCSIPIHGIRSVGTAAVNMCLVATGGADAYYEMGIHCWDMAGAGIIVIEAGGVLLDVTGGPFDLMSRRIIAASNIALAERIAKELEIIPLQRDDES
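Measured: the HTRF emission ratio (665/620 nm) plus the 620 nm donor channel, each fitted to the Hill equation to give AC50. Cells were CHO-M1 given compounds up to 46 uM and a 30 min carbachol stimulation at 37C.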
12-hLO inh = inhibitors of human 12-lipoxygenase (ALOX12); P18054; purified 12-hLO, xylenol orange hydroperoxide absorbance; Potency, µM (top dose mostly 57.1 µM), without a hit: at the top dose activity change, negative = inhibition, actives largely listed as inhibitors; 150,000 tested, 0.12% active; note: potency is the fitted concentration of half-maximal effect; nearly all actives have a fitted effect of over 55% in size; many of its hits are not listed in these tables
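Hydroperoxide formation by human 12-lipoxygenase from 40 uM arachidonic acid was followed colorimetrically via ferric-xylenol orange complex, using the 573/405 nm absorbance ratio. Enzyme concentration was 150 nM, with 30 min reaction at room temperature.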
ALOX15B inhib = blocks human 15-lipoxygenase 2 activity; Potency, µM (top dose mostly 57.1 µM), inactives show top-dose activity change, negative = inhibition, most hits filed as inhibitors; 110,000 tested, 0.56% active; AID 881; purified 15hLO-2, xylenol orange hydroperoxide absorbance; note: potency is the fitted concentration of half-maximal effect; nearly all actives have a fitted effect of over 60% in size; many of its hits are not listed in these tables
Target sequence (O15296 whole entry, looked up): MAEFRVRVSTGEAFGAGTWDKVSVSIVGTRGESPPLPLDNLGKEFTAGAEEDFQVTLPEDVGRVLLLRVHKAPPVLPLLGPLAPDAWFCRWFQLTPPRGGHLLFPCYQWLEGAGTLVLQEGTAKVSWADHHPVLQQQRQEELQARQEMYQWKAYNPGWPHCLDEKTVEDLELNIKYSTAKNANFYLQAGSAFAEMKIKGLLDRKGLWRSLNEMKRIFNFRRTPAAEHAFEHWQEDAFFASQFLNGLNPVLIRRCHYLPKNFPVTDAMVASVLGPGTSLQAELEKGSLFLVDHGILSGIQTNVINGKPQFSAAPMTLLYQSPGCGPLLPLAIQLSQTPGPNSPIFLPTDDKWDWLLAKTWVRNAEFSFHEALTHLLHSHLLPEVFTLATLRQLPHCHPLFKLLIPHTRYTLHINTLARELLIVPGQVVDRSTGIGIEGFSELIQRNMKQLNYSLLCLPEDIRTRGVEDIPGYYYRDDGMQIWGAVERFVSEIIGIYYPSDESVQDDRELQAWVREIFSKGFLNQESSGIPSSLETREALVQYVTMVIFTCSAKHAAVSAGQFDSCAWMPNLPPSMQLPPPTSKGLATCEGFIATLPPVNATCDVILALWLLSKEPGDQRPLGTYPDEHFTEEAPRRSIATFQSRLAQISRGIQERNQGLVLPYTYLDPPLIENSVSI
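Purified human 15hLO-2 (50 nM final) preincubated with compounds 15 min at room temperature in 25 mM Hepes pH 7.5, 0.01% Triton X-100, then 45 uM arachidonic acid added for 90 min; hydroperoxide detected via ferrous/xylenol orange, 573/405 nm absorbance ratio.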
Active calls of the source: *; u = inconclusive; x = no result given; [ ] = another dose, or the depositor's remark. Unless noted, calls come from the whole dose curve; as a rule, active = well fitted curve in the direction sought with a large enough effect; inconclusive = small, poorly fitted or top-dose-only effect, or another doubt; inactive = no such curve, though single readings can be large; an effect the other way counts as inactive or inconclusive. Unless noted, % is set by controls: 0 for no effect and ±100 for the full control effect. Not all compounds are listed. The share of hits here may be higher or lower than overall.

# | smiles | PNC assembly inh | IMPase inh
1 | CC(=O)Nc1ccc(S(=O)(=O)N2CCN(CCC#N)CC2)cc1 | 2.3 | -6.8
2 | CC(C)c1cc(Nc2cccc(O)c2)cc(C(C)C)c1O | 17.2 | 0.0
3 | Clc1ccc(C2=Nn3c(nnc3-c3n[nH]c4c3CCC4)SC2)cc1Cl | -25.1 | u
4 | Nn1c(SCC(=O)NC2CCCc3ccccc32)nnc1-c1ccc(Cl)cc1Cl (configuration not stated) | -19.6 | 2.9
5 | O=C(O)Cn1nc(-c2ccccc2)oc1=O | -24.2 | -4.0
6 | O=C(Oc1ccccc1Cl)c1ccc(-n2cncn2)nc1 | u | -0.9
7 | O=C1c2ccccc2C(=O)N1CCSc1ncn[nH]1 | 10.7 | -7.6
8 | COC(=O)c1sc2cnccc2c1N | 1.5 | -14.4
9 | O=c1cc(C(F)(F)F)oc2c1ccc1ccccc12 | u | 7.3
10 | CC(NC(=O)Cn1cnc2c1c(=O)n(C)c(=O)n2C)c1ccccc1 (configuration not stated) | 2.8 | 9.5
11 | CCCC(c1nnnn1CS(=O)(=O)c1ccc(C)cc1)N1CCN(c2ccccc2)CC1 (configuration not stated) | u | 5.3
12 | Cc1c(C(=O)NCc2cccnc2)oc2ccc(S(=O)(=O)N3CCCC(C)C3)cc12 (configuration not stated) | u | 9.7

# | 12-hLO inh | ALOX15B inhib
1 | 0.0% | 3.2%
2 | u | 12.6µM*
3 | -9.5% | x
4 | -4.8% | x
5 | -5.5% | -11.1%
6 | -0.7% | 8.6%
7 | 4.6% | x
8 | -11.2% | -3.8%
9 | 3.1% | x
10 | -3.7% | 9.7%
11 | -1.1% | -3.3%
12 | -4.8% | 25.0%

Further results:
# | smiles | PNC assembly inh | IMPase inh
13 | C=CCc1cccc2cc(C(=O)N(CC)CC)c(=O)oc12 | 13.4 | 2.6
14 | COCCNC(=O)c1onc(CSc2cc(C)ccc2C)c1C(=O)O | u | -2.0
15 | CN(CC(=O)NCCc1ccc(Cl)cc1)S(=O)(=O)c1ccc2c(c1)c(=O)n(C)c(=O)n2C | 9.6 | 1.0
16 | CCOc1ccc(-c2nnn(CCC(=O)O)n2)cc1OC | u | 7.4
17 | Cc1ccccc1-n1c(=O)[nH]c(=O)c2c(N)c(C(=O)c3ccc(Cl)cc3)sc21 | 20.4 | -1.6
18 | CCOC(=O)c1cc(CC)sc1NC(=O)C1CC1 | -15.2 | -0.9
19 | Cc1noc(C)c1CSc1nnc2scc(-c3ccc(Cl)cc3)n12 | u | -1.8
20 | Cc1cc(/C=N/NC(=O)c2cccc([N+](=O)[O-])c2)c(C)n1-c1ccccc1 | 19.9 | 1.1
21 | COc1ccc(CN2CCCCCC2)c(C)c1C | -24.5 | x
22 | COc1ccc(S(=O)(=O)C(C#N)c2nc3ccccc3nc2N2CCC(C)CC2)cc1 (configuration not stated) | -15.5 | 4.3
23 | CCOC(=O)c1ccc(NC(=S)NNC(=O)COC)cc1 | 15.6 | x
24 | Cc1cc(C)cc(NC(=O)Cn2c(=O)oc3cc(S(=O)(=O)N4CCC(C)CC4)ccc32)c1 | -20.8 | -1.0

# | 12-hLO inh | ALOX15B inhib
13 | -3.1% | -1.4%
14 | -5.2% | -1.4%
15 | 8.5% | -2.7%
16 | 1.5% | 4.1%
17 | -4.2% | x
18 | 0.2% | 4.0%
19 | -3.4% | -0.4%
20 | -2.0% | x
21 | -3.6% | x
22 | -10.8% | -12.5%
23 | 1.2% | x
24 | -7.5% | u

Another view of some results above:
[20] Cc1cc(/C=N/NC(=O)c2cccc([N+](=O)[O-])c2)c(C)n1-c1ccccc1
[5] O=C(O)Cn1nc(-c2ccccc2)oc1=O
Compound | 20 | 5
PNC assembly inh | 19.9 | -24.2
IMPase inh | 1.1 | -4.0
12-hLO inh | -2.0% | -5.5%
ALOX15B inhib | x | -11.1%

Following part
# | smiles | PNC assembly inh | IMPase inh
25 | Cn1cccc1C(=O)N1CCC2(CCCN(c3ccccn3)C2)CC1 | x | x
26 | COc1cccc(CC(NC(C)=O)C(=O)NC2CCN(c3c(Cc4ccccc4)c(C)nc4ncnn34)CC2)c1OC (configuration not stated) | 36.0 | x
27 | c1ccc(CSc2nnc(-c3ccco3)c(-c3ccco3)n2)cc1 | u | 6.3
28 | COc1cc(/C=N/NC(=O)c2ccncc2)ccc1OC(=O)c1ccc([N+](=O)[O-])cc1 | 89.3 | -0.2
29 | CCS(=O)(=O)NCC(c1cccnc1)N1CCN(c2ccccc2OC)CC1 (configuration not stated) | -0.3 | 0.3
30 | CCC(=O)N1CCN(c2c(Cl)cccc2[N+](=O)[O-])CC1 | 1.3 | 5.9
31 | COc1ccc(C2=NOC(C(=O)NCCCn3ccnc3)C2)cc1 (configuration not stated) | 11.3 | 3.0
32 | COc1cc(CNc2ccc(C(=O)O)cc2)cc(Br)c1OCC(=O)NC(C)(C)C | 10.2 | x
33 | Cc1ccc(NC(=O)c2ccccc2OCC(=O)c2ccccc2)cc1 | -13.4 | 1.7
34 | FC(F)(F)c1nc(-c2ccncc2)ncc1-c1nnnn1-c1ccccc1 | 80.8 | 1.7
35 | O=C(CSc1nnc(-c2cc3ccccc3cc2O)n1Cc1ccco1)N1CCc2ccccc2C1 | 35.6 | 3.3
36 | COC(=O)CSc1nnc(-c2cccnc2)o1 | u | -5.5

# | 12-hLO inh | ALOX15B inhib
25 | -3.5% | -0.8%
26 | -0.7% | x
27 | -29.8% | u
28 | 5.2% | -0.3%
29 | 0.5% | 7.7%
30 | -1.4% | -6.2%
31 | 3.4% | 4.6%
32 | 0.7% | x
33 | 0.3% | 4.9%
34 | -0.7% | 7.2%
35 | -14.7% | -18.2%
36 | 1.2% | 3.3%

Another view of 3 compounds above.
(25) Cn1cccc1C(=O)N1CCC2(CCCN(c3ccccn3)C2)CC1
  PNC assembly inh: x
  IMPase inh: x
  12-hLO inh: -3.5%
  ALOX15B inhib: -0.8%

(32) COc1cc(CNc2ccc(C(=O)O)cc2)cc(Br)c1OCC(=O)NC(C)(C)C
  PNC assembly inh: 10.2
  IMPase inh: x
  12-hLO inh: 0.7%
  ALOX15B inhib: x

(27) c1ccc(CSc2nnc(-c3ccco3)c(-c3ccco3)n2)cc1
  PNC assembly inh: u
  IMPase inh: 6.3
  12-hLO inh: -29.8%
  ALOX15B inhib: u

Carrying on.
# | smiles | PNC assembly inh | IMPase inh
37 | Cc1[nH]n(-c2ccc(S(=O)(=O)O)cc2)c(=O)c1N=Nc1ccccc1 | x | x
38 | CCSc1ncc(Cl)c(C(=O)N(Cc2ccc(N(C)C)cc2)C2CCS(=O)(=O)C2)n1 (configuration not stated) | 47.4 | -5.1
39 | O=C(c1cc(-c2cccc(O)c2)on1)N1CCOCC1 | -84.7* | 1.2
40 | CCN(CC)S(=O)(=O)c1ccc(-c2nnc(SCC(C)=O)o2)cc1 | u | -3.2
41 | CNC(=S)N1N=C(c2ccc(Br)cc2)CC1c1ccc(Br)cc1 (configuration not stated) | u | -7.1
42 | CCC(C)NC(=O)COC(=O)c1ccccc1OCC(=O)Nc1ccc(Br)cc1 (configuration not stated) | -2.1 | -4.7
43 | CCOc1ccc(C(=O)CSc2nnc3ccccn23)cc1 | 27.0 | -3.0
44 | Cc1ccc(C(CC(=O)O)Nc2nc(N3CCCCC3)nc(N3CCCCC3)n2)cc1 (configuration not stated) | 8.4 | 0.9
45 | Cc1ccc(NC(=O)COC(=O)c2ccc3c(c2)OCO3)cc1S(=O)(=O)N1CCCCC1 | 66.5 | x
46 | O=C(OCC1OC(OC(=O)c2cc(O)c(O)c(OC(=O)c3cc(O)c(O)c(O)c3)c2)[C@@H](OC(=O)c2cc(O)c(O)c(OC(=O)c3cc(O)c(O)c(O)c3)c2)C(OC(=O)c2cc(O)c(O)c(OC(=O)c3cc(O)c(O)c(O)c3)c2)C1OC(=O)c1cc(O)c(O)c(OC(=O)c2cc(O)c(O)c(O)c2)c1)c1cc(O)c(O)c(OC(=O)c2cc(O)c(O)c(O)c2)c1 (some centres not stated) | x | x
47 | O=C(NC1(C(F)(F)F)NC(=O)N(c2ccccc2F)C1=O)c1ccncc1 (configuration not stated) | u | -3.3
48 | COc1ccc(-c2n[nH]c(C)c2-c2cc(OC)ccc2O)cc1 | 31.6 | 3.6

# | 12-hLO inh | ALOX15B inhib
37 | 1.0%[11.4 µM] | -5.8%[11.4 µM]
38 | -4.0% | -13.6%
39 | -1.4% | -2.5%
40 | 3.5% | -2.9%
41 | -22.8% | -12.1%
42 | 4.5% | x
43 | -5.8% | 4.7%
44 | -1.1% | -10.8%
45 | -3.3% | x
46 | 0.562µM* | 1.58µM*
47 | 0.4% | x
48 | -9.2% | u

Later entries
# | smiles | PNC assembly inh | IMPase inh
49 | O=C1c2ccccc2C(=O)N1CCc1nn[nH]n1 | 32.7 | 5.8
50 | Cc1noc(C)c1S(=O)(=O)Nc1c(C)n(C)n(-c2ccccc2)c1=O | 8.4 | 20.9
51 | C=CCn1c(=O)c2ccccc2n2c(SCc3cc(=O)n4ccsc4n3)nnc12 | 23.7 | -12.3
52 | CC(c1ccccc1)N1CNc2c(c(=O)n(C)c(=O)n2C)C1 (configuration not stated) | u | 3.7
53 | COc1ccc(-c2noc(-c3ccc(Br)o3)n2)cc1OC | 9.1 | u
54 | OC(COc1cccc2ccccc12)CN1CCN(c2ccccn2)CC1 (configuration not stated) | 18.7 | 0.6
55 | COc1ccc(C(=O)N(CN2CCCC2=O)c2nccs2)cc1OC | 26.9 | 7.4
56 | COc1ccc(-c2nnc(SCC(=O)N3CCCC(C)C3)o2)c(OC)c1 (configuration not stated) | -5.9 | 3.8
57 | COc1cc2c(cc1OC)C(c1ccc(-c3ccc(Cl)cc3Cl)o1)=NCC2 | u | 10.7
58 | CC(c1ccccc1)N1C(=O)C2C3CCC(C3)C2C1=O (configuration not stated) | 4.8 | x
59 | N#C/C(=C\c1ccc(Br)s1)C(=O)N1CCN(c2ccccc2)CC1 | u | x
60 | CC(=O)N1c2c(cc(Br)cc2S(=O)(=O)NCc2cccnc2)CC1C (configuration not stated) | -20.1 | -7.2

# | 12-hLO inh | ALOX15B inhib
49 | -0.9% | 2.5%
50 | -6.8% | 19.2%
51 | -1.2% | -6.5%
52 | -1.2% | -5.8%
53 | -1.9% | -16.3%
54 | -10.3% | 24.1%
55 | -6.3% | 7.8%
56 | -2.7% | -2.1%
57 | -11.3% | -3.4%
58 | 4.4% | x
59 | 1.0% | x
60 | -4.0% | 0.9%

Carrying on:
# | smiles | PNC assembly inh | IMPase inh
61 | O=C(CSc1nnc(-c2ccncc2)n1CCc1ccccc1)NCc1ccccc1 | 66.3 | 11.2
62 | Brc1cnc(N2CCOCC2)nc1N1CCCCC1 | 1.0 | -5.7
63 | CCn1c(=O)cc(OCC(=O)Nc2cccnc2)c2ccccc21 | -8.4 | -4.9
64 | CC(C)c1ccc(C2CC(=O)N3CN(Cc4ccco4)CSC3=C2C#N)cc1 (configuration not stated) | -16.0 | -4.8
65 | CCC(c1nnnn1CCc1ccccc1)N(Cc1ccco1)Cc1cc2cc(C)cc(C)c2[nH]c1=O (configuration not stated) | u | 5.3
66 | CC(C)c1ccc(CNc2cc(N3CCCC3)ccc2[N+](=O)[O-])cc1 | -2.1 | 3.1
67 | O=C1/C(=C\c2ccncc2)SC(=S)N1C1CCCCC1 | u | -2.7
68 | CCC(=O)Nc1cccc(Oc2nc(C)cc(C)c2C#N)c1 | -2.6 | -7.0
69 | CCOc1ccc(-n2c(SCC(=O)Nc3cc(C)on3)nc3c([nH]c4ccccc43)c2=O)cc1 | u | 2.0
70 | C=COCCNC(=O)C(=O)NC(C)C | 24.9 | -13.0
71 | COc1ccc(N2CC(C)Cn3c2nc2c3c(=O)[nH]c(=O)n2C)cc1 (configuration not stated) | 21.5 | -7.9

# | 12-hLO inh | ALOX15B inhib
61 | 0.1% | x
62 | 4.0% | 4.0%
63 | 2.0% | 3.1%
64 | u | u
65 | -26.0% | 10.3%
66 | -1.5% | -27.2%
67 | 4.3% | x
68 | -3.4% | 0.9%
69 | -22.1% | 8.2%
70 | -0.9% | -5.3%
71 | -4.3% | -11.1%
